Growth percent in the NCI-60 one-dose screen (48 h, 10 µM unless noted): 100 = growth as untreated, 0 = no growth, -100 = all killed.
SK-MEL-2 = SK-MEL-2 melanoma; 4.7% of 77,000 active; AID 1794763
SK-MEL-28 = SK-MEL-28 melanoma. 4.1% of 81,000 active. AID 1794761
LOX IMVI = LOX IMVI melanoma. 7.4% of 79,000 active. AID 1794757
MDA-MB-435 = MDA-MB-435 melanoma. 7.8% of 82,000 active
UACC-62 = UACC-62 melanoma. 5.4% of 81,000 active. AID 1794756
UACC-257 = UACC-257 melanoma; 4.4% of 78,000 active; AID 1794764
MALME-3M = MALME-3M melanoma; 5.8% of 78,000 active
SK-MEL-5 = SK-MEL-5 melanoma; 6.4% of 80,000 active; AID 1794755
* marks the source's active call; other numbers are inactive results; nt = no result given; & = joins results of further samples; [ ] = another dose, or the depositor's remark. The calls were made as follows: active = growth percent below 10; inactive = the rest. Outcome played no part in choosing rows, and some 13% of all compounds hit somewhere here.

SMILES	SK-MEL-2	SK-MEL-28	LOX IMVI	MDA-MB-435	UACC-62	UACC-257	MALME-3M	SK-MEL-5
Cc1ccc2c(c1)[C@](O)(C(C)C)CC[C@]2(C)O	94	113	91	106	98	84	93	101
Nc1ccccc1C(=O)NC1=NC=S1[N+](=O)[O-] (configuration not stated)	105	107	94	104	94	102	98	99
O=C(NCCCl)c1cc(Cl)cc(Cl)c1	117	103	102	100	95	92	98	101
COc1ccc2c3c([nH]c2c1)C(C)N(C(C)=O)CC3 (configuration not stated)	79	109	101	99	89	96	118	98
CCCCn1c(=O)c(/C=C/c2cc(/C=C/c3cc4cc(C)ccc4n(CCCC)c3=O)n(-c3ccccc3Cl)n2)cc2cc(C)ccc21	nt	118	95	106	98	103	94	109
COc1ccc(N(C(=O)c2cccc(OC)c2)C(C(=O)NC(C)(C)C)c2cc3c(C)cc(C)cc3nc2Cl)cc1 (configuration not stated)	88	93	84	82	68	110	92	79
C#Cc1ccc(-n2c(/C=C/c3c[nH]c4ccc(OC)cc34)nc3ncccc3c2=O)cc1	104	113	94	112	105	117	86	99
Cc1c/c(=N\NC(=O)Nc2ccc(Br)cc2)oc2cc(O)ccc12	111	93	102	115	88	93	105	100
CN1CCC(NC(=O)Nc2ncccc2OCc2cccc(F)c2)CC1	90	104	103	94	96	95	117	93
O/N=C\c1ccc(-c2ccccc2)cc1	115	117	89	104	96	102	116	95
Cc1cc(C)c(C#N)c(=O)[nH]1	111&107	115&111&111	98&115&100	106&108&104	91&100&102	107&97&100	103&92	101&109&106
N#CCCN1C(=O)CCC1C(=O)O (configuration not stated)	nt	124	120	110	105	93	114	110
CC(=O)CC(=O)NC1CCc2ccccc21 (configuration not stated)	98	117	97	105	105	104	nt	113
CC(C)=CCC[C@H](C)c1ccc(C)c2c1OCN(CCO)C2	99	111	100	101	96	92	90	81
CC(O)(C(=O)O)c1cccc2ccccc12 (configuration not stated)	92	108	98	103	94	92	111	103
COc1ccc2c(/C=C3/C(=O)NC(=S)NC3C)cc(=O)oc2c1 (configuration not stated)	87	109	95	102	97	84	99	99
COC(=O)c1nc(N)nc(C(=O)OC)c1C(=O)C(C)(C)C	106	110	101	106	100	106	103	106
CS(=O)(=O)Nc1cccc(NS(C)(=O)=O)c1	96	113	97	107	99	95	104	102
CCN(CC)CCOC(=O)Nc1ccc(Cl)cc1	99	115	101	109	97	101	115	99
O=C1/C(=C/c2ccccc2)CCc2nc3ccccc3c(/C=C/c3ccc(Cl)cc3)c21	94	92	85	96	73	83	105	90

Pulled by structure from the entries so far, 4 records:
SMILES	SK-MEL-2	SK-MEL-28	LOX IMVI	MDA-MB-435	UACC-62	UACC-257	MALME-3M	SK-MEL-5
CS(=O)(=O)Nc1cccc(NS(C)(=O)=O)c1	96	113	97	107	99	95	104	102
O/N=C\c1ccc(-c2ccccc2)cc1	115	117	89	104	96	102	116	95
CCCCn1c(=O)c(/C=C/c2cc(/C=C/c3cc4cc(C)ccc4n(CCCC)c3=O)n(-c3ccccc3Cl)n2)cc2cc(C)ccc21	nt	118	95	106	98	103	94	109
COc1ccc(N(C(=O)c2cccc(OC)c2)C(C(=O)NC(C)(C)C)c2cc3c(C)cc(C)cc3nc2Cl)cc1 (configuration not stated)	88	93	84	82	68	110	92	79

(list continues)
SMILES	SK-MEL-2	SK-MEL-28	LOX IMVI	MDA-MB-435	UACC-62	UACC-257	MALME-3M	SK-MEL-5
COc1cc(Cn2c(SCC(=O)NCc3ccc(S(N)(=O)=O)cc3)nc3ccccc3c2=O)cc(OC)c1OC	94	112	96	107	107	105	100	98
O=C(N/N=C/c1ccc(Cl)cc1Cl)c1ccc(Br)o1	40	110	88	99	92	62	100	83
CN1CCN(Cc2ccc(C(=O)Nc3cccc(Nc4ccc5cc(O)ccc5n4)c3)cc2C(F)(F)F)CC1	-95*	-92*	-94*	-86*	-90*	-79*	-89*	-100*
COS(=O)(=O)CCC(=O)Nc1cc(C(=O)Nc2cc(C(=O)NCCC(=O)NC3C(O)C(O)C(CO)O[C@@H]3O)n(C)c2)n(C)c1 (some centres not stated)	109	99	103	100	93	103	104	99
C#CCOc1ccc2ncnc(Nc3cccc(NC(=O)C=C)c3)c2c1	71	86	62	69	64	70	74	78
CCOc1ccc(NC(C)=O)c([N+](=O)[O-])c1	123&90	103&109	100&99	97&110	95	95	90&102	107&97
CCCCc1oc2ccc([N+](=O)[O-])cc2c1C(=O)c1ccc(C#Cc2ccc(CCC)cc2)cc1	108	106	94	93	77	106	93	106
CC(=O)NS(=O)(=O)c1ccc(OCCOc2ccc(S(=O)(=O)NC(C)=O)cc2)cc1	98	98	96	116	104	99	99	102
COC(=O)[C@]1(C(C)C)N[C@H](c2cn(-c3ccccc3)nc2C)[C@@H]2C(=O)N(c3ccccc3)C(=O)[C@@H]21	107	96	97	110	108	109	112	101
C#CC1(OCC2CO2)CCCCC1 (configuration not stated)	116	99	94	117	102	105	98	110
CCOC(=O)/C(=C\c1ccc(Cl)cc1)P(=O)(OCC)OCC	85	90	45	57	71	83	75	91
COc1ccc2c(c1)c(CC(=O)OCC(C)c1ccc(CC(C)C)cc1)c(C)n2C(=O)c1ccc(Cl)cc1 (configuration not stated)	95	96	101	107	78	95	100	80
COc1ccc(O)c(C(=O)CC(=O)c2ccncc2)c1	114	115	101	106	98	138	104	93
CN1CCC[C@@H]1CCO[C@](C)(c1ccccc1)c1ccc(Cl)cc1	90	44	71	50	37	23	72	-100*
O=C(N[C@H]1C(O)[C@H](O)C(CO)O[C@H]1O)NS(=O)(=O)c1ccccc1 (some centres not stated)	105	114	97	108	102	118	102	102
COc1ccc2[nH]c(=O)c(CSc3ccccc3Nc3nccc(-c4ccc5c(c4)OCO5)n3)cc2c1	96	96	90	75	79	97	99	59
CCC(C)(O)CCC(C)(O)CC (configuration not stated)	116	124	98	111	108	106	94	104
CC(=O)Nc1cccc(C(=O)O)c1	114	113	101	110	97	100	99	100
COc1ccc(-n2c(SCc3n[nH]c(=S)n3C(=O)c3ccc(Br)cc3)nc3cc(OC)c(OC)cc3c2=O)cc1	103	107	92	103	96	97	81	99
Cc1ccc(C(=O)/C(Cl)=N/O)cc1	89	102	84	99	106	101	102	102

More records.
SMILES	SK-MEL-2	SK-MEL-28	LOX IMVI	MDA-MB-435	UACC-62	UACC-257	MALME-3M	SK-MEL-5
CCOC(=O)C1=C(C(=O)OCC)N(c2ccc(F)cc2)C(N)=C(C#N)C1c1cc(=O)[nH]c2ccccc12 (configuration not stated)	107	111	101	103	93	109	97	98
c1ccc2nc3c(cc2c1)oc1ncccc13	101	98	107	99	103	96	97	nt
Cc1cc(N2CCCC2)nc(Nc2ccc(NC(=O)CCc3ccccc3)cc2)n1	101	115	98	108	107	121	122	100
N=c1oc2ccccc2cc1C(=O)Nc1cc(-c2ccccc2)nn1-c1ccccc1	99	92	95	100	89	95	92	98
N=C(N)c1ccc(NCCNc2ccc(C(=N)N)cc2)cc1	97	114	87	105	82	62	100	82
CN(C)CCC(=O)c1cccc([N+](=O)[O-])c1	107	104	95	104	107	113	110	100
Nc1cc(Cl)cc2cccnc12	119	113	88	106	103	127	122	101
Oc1c(Cl)cc(Cl)cc1/C=N/c1nc(-c2ccc(Cl)cc2)cs1	102	93	83	114	79	101	nt	109
COc1cc2c(cc1OC)C(=O)C(CC1CCN(C(=O)Nc3ccc(C)cc3)CC1)C2 (configuration not stated)	98	99	97	98	80	119	91	nt
O=C1/C(=C/c2ccc3c(c2)OCO3)SC(=S)N1C1c2ccccc2Oc2ccccc21	115	96	89	97	nt	112	80	97
COc1ccc(C2=C(C#N)C3(C(=O)Nc4ccc(Cl)cc43)c3c(-c4ccc(Cl)cc4)nn(-c4ccccc4)c3N2)cc1 (configuration not stated)	85	65	45	38	49	55	73	71
Clc1ccc(C2=NN(c3cc(Cl)cc(Cl)c3)C(c3cccc(Nc4ccnc5cc(Cl)ccc45)c3)C2)cc1 (configuration not stated)	nt	99	93	97	101	78	91	99
COc1cc(NC(=O)c2cncnc2Nc2ccc3c(ccn3Cc3cccc(F)c3)c2)cc(OC)c1	67	60	40	-4.8*	55	73	72	60
COc1ccc(S(=O)(=O)n2cc(C=O)c3ccccc32)cc1OC	99	102	85	82	79	94	88	96
CC(C)c1ccc([N+](=O)[O-])cc1	nt	109	100	128	107	79	113	108
O=C1c2cccc3c(N4CCCCC4)ccc(c23)C(=O)N1c1cccc(-c2nn(-c3ccccc3)cc2-c2nc3ccccc3s2)c1	105	112	94	109	89	119	103	101
Nc1ccc2c(c1)C(=O)c1ccc(Br)cc1-2	111	109	99	114	80	95	108	95
COc1cc(-c2nc3sccn3c2-c2ccnc(NCCNS(=O)(=O)c3ccc(F)cc3)n2)ccc1F	-38*	19	4.7*	2.5*	-65*	-13*	-34*	-75*
CN(C)c1oc(C(=O)NCc2ccccc2)nc1C#N	103	120	102	103	97	97	103	100
COc1ccc(C(=O)c2c(N)c(C#N)cn2Cc2ccccc2OC)cc1	96	116	97	103	89	109	109	96

Additional compounds:
SMILES	SK-MEL-2	SK-MEL-28	LOX IMVI	MDA-MB-435	UACC-62	UACC-257	MALME-3M	SK-MEL-5
O=C1Nc2ccccc2/C1=C/c1cn(C[C@@H](O)Cn2c3ccccc3c(=O)c3ccccc32)c2ccccc12	80	95	69	85	69	100	81	67
CSC(SC)=C(C#N)c1nc2ccccc2s1	40	39	84	76	9.4*	54	68	28
CN(C)c1ccc(/C=C2\C=C(c3ccccc3)N(CCc3ccccc3)C2=O)cc1	nt	90	49	95	67	77	58	83
O=C(c1nn(-c2ccccc2)c2c1CC(NCCc1ccc(F)cc1)CC2)N1CCCCC1 (configuration not stated)	104	108	100	100	104	101	90	86
CCCc1cc(=O)n2c(C(=O)Nc3cccc(C(=O)OCC)c3)c(C(=O)Nc3ccc(F)cc3)sc2n1	63[30 µM]	88[30 µM]	47[30 µM]	73[30 µM]	104[30 µM]	64[30 µM]	72[30 µM]	67[30 µM]
N#Cc1c(-c2cccs2)cc(-c2cnccn2)nc1SCC(=O)Nc1ccc(F)cc1	111	113	95	94	91	114	116	99
Clc1ccc(Nc2scc3[n+]2CCC3)cc1	106	100	102	98	87	94	96	nt
Cc1occc1-c1n[nH]c(=S)n1N1C(=O)CSC1=S	107	106	94	99	91	109	98	101
COc1ccc(-c2nn(-c3ccccc3)cc2/C=C2\SC(=S)N(C)C2=O)cc1	105	112	86	99	87	111	121	97
COc1ccc(C(=O)c2ccc(OC)cc2)cc1	104	104	103	nt	111	79	217	101
CC[C@@H](CO)Nc1ccc2ncc(C#Cc3cncc(C(=O)Nc4ccc(CN5CCN(C)CC5)c(C(F)(F)F)c4)c3)n2n1	-93*	-43*	-95*	-88*	-35*	-85*	-82*	-96*
Nc1cccc(N)n1.[Cu+2]	90	98	86	103	91	106	90	101
COc1ccc2nc3cc(Cl)ccc3c(N3CCN(c4nccc(Oc5ccccc5)n4)CC3)c2c1	nt	107	80	94	90	97	126	94
Cn1c(=O)c2c(ncn2CCC(=O)Nc2ccc(S(=O)(=O)Nc3ncccn3)cc2)n(C)c1=O	92	102	98	111	97	98	103	104
COc1cc(C2CC(O)(c3ccc(Cl)nc3)C(C(=O)c3ccc(Cl)nc3)C(c3cc(OC)c(OC)c(OC)c3)C2C(=O)c2ccc(Cl)nc2)cc(OC)c1OC (configuration not stated)	97	96	89	95	78	90	82	94
COC(=O)[C@H](Cc1ccccc1)n1cc(COc2nc(Cl)nc(N3CCOCC3)n2)nn1	99	109	95	98	95	89	106	103
CC(C)(C)NC(=S)NC(C)(C)C	111	116	95	108	93	83	nt	98
CC(C)(C)c1nc2ccccc2[nH]1	101	111	99	111	105	93	95	98
Cc1ccc[n+](CCc2ccccc2)c1	107	118	98	100	107	91	109	102
Oc1cccc(-c2nc3sccn3c2-c2ccccc2)c1	102	100	77	84	80	113	123	88

Single entries from the results shown:
For SK-MEL-5, Oc1cccc(-c2nc3sccn3c2-c2ccccc2)c1 has the entry 88
For UACC-62, O=C(c1nn(-c2ccccc2)c2c1CC(NCCc1ccc(F)cc1)CC2)N1CCCCC1 (configuration not stated) has the entry 104

New compounds follow
SMILES	SK-MEL-2	SK-MEL-28	LOX IMVI	MDA-MB-435	UACC-62	UACC-257	MALME-3M	SK-MEL-5
CC(=O)Nc1ccc(O)c2ccccc12	97	108	94	112	106	107	103	102
CC(=O)C(C)(C)Cc1cc(C(C)(C)CC=O)on1	99	115	99	110	92	98	nt	101
Cc1c(C)c(Cl)c(C)c(C)c1Cl	98	104	99	102	101	98	98	109
O=C(CI)NC1Oc2ccccc2-c2oc(=O)c(-c3ccccc3)cc21 (configuration not stated)	-16*	46	-83*	18	-23*	77	-77*	85
COc1ccc2c(c1)CCCC21C(=O)Nc2ccc(C(F)(F)F)cc21 (configuration not stated)	99	116	95	105	89	100	100	91
Cc1ccc(S(=O)(=O)Nc2ccc(-c3cc(-c4ccccc4F)c(C#N)c(=O)[nH]3)cc2)cc1	104	100	nt	97	64	99	94	90
O=C(Cc1ccc(/C=C/C(=O)c2ncc[nH]2)cc1)NC1CCCCC1	94	97	39	78	81	95	101	nt
O=C1c2cccc3cccc(c23)C(=O)N1Nc1nc(N2CCN(Cc3ccccc3)CC2)nc(-n2cnc3ccccc32)n1	108	98	84	101	99	96	104	89
COc1ccc(N2C(=N)C(=S)N(c3ccc(OC)cc3)C2=O)cc1	91	120	87	106	87	92	93	96
COc1ccc2nc(-c3ccc(OC)c(OC)c3)cc(-c3nnc(SC/C(=N/O)c4ccccc4)o3)c2c1	77	95	100	92	78	100	126	72

High-throughput results: PubChem, NCI
